# Assay outcomes: PubChem, National Center for Advancing Translational Sciences (NCATS)
# AmpC detergent: qHTS Inhibitors of AmpC Beta-Lactamase (assay with detergent). 0.041% of 370,000 active. Potency, µM (doses to about 114 µM), for the others: at the top dose activity change, negative = inhibition, actives largely listed as inhibitors. P00811. AID 485294, 2010. AmpC hydrolysis of nitrocefin, absorbance 480 nm, 0.01% Triton;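 also: potency is read from the fitted curve at half-maximal effect; 0% = no-compound wells and -100% = no-enzyme wells; nearly all actives have a fitted effect of over 25% in size; some results filed as inactive show a strong effect at the top dose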
# Target sequence (P00811 whole entry, looked up): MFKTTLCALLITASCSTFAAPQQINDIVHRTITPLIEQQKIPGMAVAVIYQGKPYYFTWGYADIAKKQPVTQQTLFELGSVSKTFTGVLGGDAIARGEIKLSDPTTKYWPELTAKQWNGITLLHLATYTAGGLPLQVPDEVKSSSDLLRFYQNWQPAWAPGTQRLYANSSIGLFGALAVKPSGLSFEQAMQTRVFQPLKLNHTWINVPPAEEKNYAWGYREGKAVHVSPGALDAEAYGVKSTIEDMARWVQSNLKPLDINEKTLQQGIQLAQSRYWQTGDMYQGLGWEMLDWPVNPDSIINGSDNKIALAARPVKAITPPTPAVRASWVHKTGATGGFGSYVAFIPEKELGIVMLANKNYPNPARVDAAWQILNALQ
#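 AmpC (5.3 nM in the dispensed reagent) in 20 mM phosphate pH 7.0 with 0.01% (detergent screen) or 0.0001% Triton X-100 was preincubated with compounds for 15 min at room temperature. Nitrocefin was then added from an 800 uM solution, and hydrolysis was followed at 480 nm.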
# Shiga inhibitor: A qHTS for Small Molecule Inhibitors of Shiga Toxin; Vero cells, Shiga toxin protein synthesis inhibition reporter; inhibition, % at 38.7 µM; 9.2% of 290,000 active; in the data active = inhibition mostly above about 28%, no sharp cut-off; inactive = mostly below about 43%; also: 0% is about no effect
# FBPA Giardia inh: qHTS Assay for Inhibitors of Fructose-1,6-bisphosphate Aldolase from Giardia Lamblia. 0.71% of 290,000 active. purified Giardia FBPA. Potency, µM (doses to about 59.6 µM), for the others: at the top dose activity, negative = inhibition, actives largely listed as inhibitors. A8B2U2; also: potency is read from the fitted curve at half-maximal effect; % is scaled to controls: 0 for no effect and ±100 for the full control effect; nearly all actives have a fitted effect of over 55% in size
# Target sequence (A8B2U2 whole entry, looked up): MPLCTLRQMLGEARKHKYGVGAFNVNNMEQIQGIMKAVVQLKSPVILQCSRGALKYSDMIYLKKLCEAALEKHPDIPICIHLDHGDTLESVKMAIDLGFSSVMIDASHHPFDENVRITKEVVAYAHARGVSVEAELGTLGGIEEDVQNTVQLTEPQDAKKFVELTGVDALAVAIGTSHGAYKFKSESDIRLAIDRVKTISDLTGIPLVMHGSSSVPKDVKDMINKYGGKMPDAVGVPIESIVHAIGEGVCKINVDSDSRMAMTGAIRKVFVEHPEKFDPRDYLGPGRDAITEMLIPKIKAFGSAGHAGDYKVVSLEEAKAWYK
#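 Giardia FBPA (40 nM reagent) was preincubated 10 min at RT with compound (up to 57.5 uM final), then substrate plus GAPDH/TPI/NAD/arsenate coupling system with diaphorase/resazurin was added; resorufin fluorescence (525/598 nm) was read after 20 min.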
# AmpC inh no detg: qHTS Inhibitors of AmpC Beta-Lactamase (assay without detergent); AmpC nitrocefin hydrolysis, absorbance 480 nm, 0.0001% Triton; Potency, µM (series often up to 57.1 µM), without a hit: at the highest dose activity change, negative = inhibition, most hits filed as inhibitors; 0.52% of 330,000 active;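 also: potency is read from the fitted curve at half-maximal effect; plate controls were no compound for no effect and no enzyme for full effect; nearly all actives have a fitted effect of over 20% in size; some results filed as inactive show a strong effect at the top dose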
#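 AmpC (5.3 nM in the dispensed reagent) in 20 mM phosphate pH 7.0 with 0.01% (detergent screen) or 0.0001% Triton X-100 was preincubated with compounds for 15 min at room temperature. Nitrocefin was then added from an 800 uM solution, and hydrolysis was followed at 480 nm.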
# CHX counter: Cycloheximide Counterscreen for Small Molecule Inhibitors of Shiga Toxin; cell reporter, cycloheximide protein synthesis inhibition counterscreen; max response, %; 12% of 300,000 active; AID 2314, 2010; in the data active = max response mostly above about 13%, no sharp cut-off; inactive = mostly below about 14%; also: read at 38.3 µM for the half of the compounds with a filed dose; 0% is about no effect
# HCMV inh: qHTS Assay for inhibitors of the human cytomegalovirus (HCMV) | HFF cells, HCMV-luciferase reporter, 72 h; stronger effect = lower value | activity change, negative = inhibition, % at 57.5 µM | 4.5% of 410,000 active | AID 1259415, 2018; in the data active = activity change below about -60%; inconclusive = no clear call, values can overlap the other calls; inactive = above about -39%; also: % is scaled to controls: 0 for no effect and ±100 for the full control effect
#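 Cell-based, HFFs, 1000 cells/well, 16 h 37C; cpds in DMSO + HCMV-luc, MOI 1 PFU/cell; 72 h 37C; OneGlo luminescence after 5 min RT; norm. to buffer vs Salinomycin 10uM.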
# AMA1-RON2 inh: qHTS for Inhibitors of AMA1-RON; Towards Development of Antimalarial Drug Lead: Primary Screen; Plasmodium falciparum AMA1 (3D7) - RON2 peptide interaction; Potency, µM (top dose mostly 58.2 µM), inactives show at the top dose activity change, negative = inhibition, hits mostly inhibitors; 0.2% of 360,000 active; AlphaScreen AMA1-biotinylated RON2 peptide binding;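 also: potency is read from the fitted curve at half-maximal effect; 0% = vehicle wells and -100% = peptide control; nearly all actives have a fitted effect of over 45% in size; some results filed as inactive show a strong effect at the top dose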
#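 AMA1 (3D7) with his tag at 25 nM final met compounds first, then biotinylated RON2 peptide at 25 nM; detection used donor plus acceptor beads, 10 µg/mL apiece, read by AlphaScreen after 30 min at room temperature.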
# Starred values were filed as active, the others as inactive; ? = inconclusive; nt = not tested or not shown; & = joins results of further samples; [ ] = remark or other dose. Unless noted, calls follow the shape of the dose curve; as a rule, active = well fitted curve in the direction sought with a large enough effect; inconclusive = small, poorly fitted or top-dose-only effect, or another doubt; inactive = no such curve, though single readings can be large; an effect the other way counts as inactive or inconclusive.
# Every second line gives: AmpC detergent, Shiga inhibitor, FBPA Giardia inh, AmpC inh no detg, CHX counter, HCMV inh, AMA1-RON2 inh
- Cc1nnc(NC(=O)c2ccncc2)s1
  3%, -8, 1%, -9%, -3, -18, 0%
- CSC1=NC(NCCCO)c2c(sc3c2CC(C)(C)OC3)N1 (stereo unspecified)
  ?, -15, 1%, 42%, -2, 4, 6%
- O=[N+]([O-])c1cccc(-c2n[nH]c(=S)n2-c2ccccc2)c1
  -2%, -12, 5%, -21%, 0, nt, 45%[activator]
- CN1CCN(c2ccc(Nc3ccnc4cc(Cl)ccc34)cc2)CC1
  -8%, 72, -5%, 17%, 2, -83*, 13%
- CCOc1ccccc1-n1c(N)c(C(N)=O)sc1=S
  -16%, -7, 1%, -2%, 8, -63*, 19%
- COc1cc2c(cc1OC)C1C(C(=O)Nc3ccccc3N3CCN(C)CC3)c3ccccc3C(=O)N1CC2 (stereo unspecified)
  -1%, 9, 6%, 20%, -5, -1, -5%
- O=C(Cc1ccc(Cl)cc1)NCc1ccccc1Cl
  -6%, 115, 3%, -27%, 50*, 11, 5%
- CC1CCCCC1NC(=O)CN1CCN(S(=O)(=O)c2ccc(Br)s2)CC1 (stereo unspecified)
  6%, nt, nt, 157%[activator], nt, ?, -8%[11.6 µM]
- Cc1cccc(NC(=O)c2ccc3nsnc3c2)c1C
  1%, 80*, -1%, -13%, 10*, -29, 1%
- O=C(NNc1nc(Nc2ccccc2)nc(N2CCOCC2)n1)Nc1ccc(Cl)cc1
  7%, -5, 3%, -4%, 12, 28, 27%

# 4 entries from above, field by field:
canonical_smiles: O=C(Cc1ccc(Cl)cc1)NCc1ccccc1Cl
  AmpC detergent: -6%
  Shiga inhibitor: 115
  FBPA Giardia inh: 3%
  AmpC inh no detg: -27%
  CHX counter: 50*
  HCMV inh: 11
  AMA1-RON2 inh: 5%

canonical_smiles: CC1CCCCC1NC(=O)CN1CCN(S(=O)(=O)c2ccc(Br)s2)CC1 (stereo unspecified)
  AmpC detergent: 6%
  Shiga inhibitor: nt
  FBPA Giardia inh: nt
  AmpC inh no detg: 157%[activator]
  CHX counter: nt
  HCMV inh: ?
  AMA1-RON2 inh: -8%[11.6 µM]

canonical_smiles: Cc1cccc(NC(=O)c2ccc3nsnc3c2)c1C
  AmpC detergent: 1%
  Shiga inhibitor: 80*
  FBPA Giardia inh: -1%
  AmpC inh no detg: -13%
  CHX counter: 10*
  HCMV inh: -29
  AMA1-RON2 inh: 1%

canonical_smiles: O=C(NNc1nc(Nc2ccccc2)nc(N2CCOCC2)n1)Nc1ccc(Cl)cc1
  AmpC detergent: 7%
  Shiga inhibitor: -5
  FBPA Giardia inh: 3%
  AmpC inh no detg: -4%
  CHX counter: 12
  HCMV inh: 28
  AMA1-RON2 inh: 27%

# New compounds follow
# Every second line gives: AmpC detergent, Shiga inhibitor, FBPA Giardia inh, AmpC inh no detg, CHX counter, HCMV inh, AMA1-RON2 inh
- N#CCCn1cc(CNC2CCC(O)CC2)c2ccccc21 (stereo unspecified)
  -4%, -20, -4%, -14%, -2, -1, 0%
- CC1CCCC(C)N1C(=O)COC(=O)c1ccc([N+](=O)[O-])o1 (stereo unspecified)
  nt, nt, nt, -11%, nt, 38, -7%
- COc1ccc(-c2ccc3c(c2)S(=O)(=O)c2cccc(C(=O)NC4CC4)c2C3=O)cc1OC
  1%, nt, nt, -16%, nt, 24, 6%
- C=CCn1c(O)c2ccc(C(=O)N=NC(=O)c3ccc(F)cc3)cc2c1O
  -15%, nt, nt, -2%, nt, -32, 55%[activator]
- COc1ccc(C(=O)NCCCN(C)CCCNC(=O)c2ccc(OC)cc2)cc1
  -7%, nt, 9%, -14%, -2, -10, 13%
- CCC(C)(C)C1CCC2(CC1)NC(=O)N(CC(=O)N1CCN(S(=O)(=O)c3cc(C)ccc3C)CC1)C2=O (stereo unspecified)
  2%, -12, 0%, -14%, -2, -27, 19%
- Cc1ccc(C(=O)NCCc2ccccc2)cc1S(=O)(=O)N1CCOCC1
  0%, nt, nt, -12%, nt, 17, -1%
- COc1cc(O)c(C(CC(=O)N2CCOCC2)c2ccc(N(C)C)cc2)c(OC)c1 (stereo unspecified)
  -6%, -5&20, -28%&-23%, 20%, -5&3, -12, -15%
- Cc1ccc2nc(SCC(=O)N3CCCCC3)nc(=O)n2c1
  2%, nt, nt, -22%, nt, -29, 3%
- Cc1ccc(-c2ccc(/C=N/N=C3/NC(=O)C(CC(=O)O)S3)o2)c([N+](=O)[O-])c1 (stereo unspecified)
  ?, 6, ?, -17%, -1, 3, 57%[activator]
- COC(=O)c1sccc1NC(=O)NC1CCCCC1
  6%, 31, -7%, -21%, 47*, -9, -2%
- Cc1nc2cc(Cl)c(Cl)cc2n1CCCO
  -2%, -5, -2%, -1%, -2, ?, 3%
- CC(=O)N(Cc1ccc2c(c1)OCO2)C1CC(=O)N(CCc2ccccc2)C1=O (stereo unspecified)
  -15%, 12, 4%, 15%, -1, -1, -3%
- COc1cc(/C=N/Nc2nn3cnnc3c3ccccc23)cc(OC)c1OC
  -2%, 19, -23%, 2%, 17, 81, 2%
- CCc1ccc(-c2ccc(C(=O)O)cc2)nc1
  -9%, 37, 17%, -42%, 38*, 85, 8%
- COCC(C)NC(=O)c1cc(-c2ccc(OC)c(OC)c2)on1 (stereo unspecified)
  1%, 18, -3%, ?, 8, -13, 0%
- CCCc1ccccc1OCCNS(=O)(=O)c1cc2c(cc1C)OCC(=O)N2
  -2%, 4, -4%, -4%, -4, 10, -4%
- Cc1cc(C(F)F)n2ncc(C(=O)NCc3ccccc3F)c2n1
  -14%, -22, 2%, -45%, -1, -13, -7%
- O=[N+]([O-])c1ccc(Cl)c(/C=N/N2CCN(c3ccccc3)CC2)c1
  4%, 11, 5%, -23%, -3, 34, ?
- COc1ccc(-n2ccnc2SCC(=O)NC2CCCC2)cc1
  1%, nt, nt, -7%, nt, 9, -1%
- COc1ccccc1NC(=O)Oc1cccc(OC(=O)c2ccccc2)c1
  -8%, 39, -1%, -26%, 1, -22, 0%
- Cc1ccccc1CSc1nn2c(=O)c(C)nnc2s1
  -4%, -5, 8%, -11%, -3, 15, 2%
- COCCNC(=O)C(c1ccc(O)cc1)N(C(=O)CCC(=O)Nc1nccs1)c1cccc(C)c1 (stereo unspecified)
  7%, -7, -1%, 63%[activator], -2, 3, -2%
- Cc1ccc(/C=N/NC(=O)c2nnn(-c3nonc3N)c2CN(C)c2ccccc2)s1
  -4%, 1, -21%, -23%, -1, ?, 11%
- CCC(C)(C)NC(=O)CN(C(=O)CCC(=O)Nc1cc(C)ccn1)c1ccc2c(c1)OCO2
  1%, 2, -1%, -11%, -3, -5, 8%
- Cc1ccc(CC(=O)Nc2cc([N+](=O)[O-])ccc2F)cc1
  0%, -13, 3%, -1%, 2, -40, -2%
- C[C@H](NC(=O)c1cc2c(cn1)[nH]c1ccccc12)C(=O)O
  -2%, -15, -19%, -32%, -3, -11, 83%[activator]
- Cc1cc(NS(=O)(=O)c2ccc(NC(=O)CN3C(=O)c4ccccc4C3=O)cc2)nc(C)n1
  -7%, -12, 12%, -20%, -7, 79, 12%
- Cc1cccc(CCNC(=O)C2CCN(S(=O)(=O)c3c(C)noc3C)CC2)c1
  ?, -23, 1%, 32%, -4, -36, 3%
- Cc1cccc(/C(N)=N/OC(=O)N2c3ccccc3Sc3ccccc32)c1
  2%, 6, 13%, -44%, 6, -17, -23%
- Cc1ccc(C(=O)CSc2nc3cc(S(=O)(=O)N4CCOCC4)ccc3o2)cc1
  -12%, 18, 1%, 33%, -3, -18, 7%
- COC(=O)C1=CN(Cc2ccc(OC)cc2)C=C(C(=O)OC)C1c1cccs1
  3%, 18, -1%, -25%, 14, 3, 21%
- CC(=O)Nc1ccc(NC2=Nc3ccccc3N3C2=Nc2c(c(C)nn2-c2ccccc2)C3c2ccccc2)cc1 (stereo unspecified)
  -1%, -32, nt, -7%, -2, -99*, 14%
- CC(C)(C)c1ccccc1OCC(=O)Nc1ncn[nH]1
  -10%, -8, -18%, -18%, 1, 9, 18%
- COc1ccc(C(=O)O/N=C(\N)c2ccccn2)cc1
  ?, -29, 5%, -24%, -11, ?, 19%
- CCCCn1c(=O)cc(O)c2ccccc21
  ?, -16, -10%, -20%, -3, 3, 26%
- CC(=O)N1CCN(c2ccc(NC(=S)NC(=O)/C=C/c3ccccc3)cc2)CC1
  9%, -9, -12%, -15%, -3, -29, nt
- CCN(CC)C(=O)N1CCN(S(=O)(=O)c2ccc(C)cc2)CC1
  ?, -14, 2%, 4%, -2, 13, 9%
- O=C1c2c(Br)c(Br)c(Br)c(Br)c2C(=O)N1c1ccccn1
  -6%, -18, 3%, -24%, -3, -11, -19%
- CCOCCCNC(=O)CN1CCN(Cc2ccccc2C)C1=O
  ?, 15, 0%, -2%, -2, 12, 3%
- O=C(CN1CCN(c2ccc(O)cc2)CC1)NC(=O)NCc1ccco1
  -11%, -9, -27%, -36%, -2, ?, 5%
- CCCn1c(=O)c(C(=O)NCc2ccccn2)c(O)c2ccccc21
  -12%, -5, ?, 91%[activator], -3, -34, 15%
- COC(=O)C1=C(O)/C(=C\c2sccc2C)N=C1C
  5%, 17, -7%, -6%, 27*, 2, -11%
- NC(=O)C1(N2CCCCC2)CCN(Cc2nc(-c3cccs3)no2)CC1
  6%, 14, 1%, -5%, 1, -31, -3%
- CCCOc1c(Br)cc(C(=O)NCC)cc1OC
  8%, -4, -5%, 0%, -1, -37, 2%
